Assay outcomes (PubChem)
TcdB GH inh: TcdB glycohydrolase inhibitors, primary screen, biochemical, single point, plate reader; 350,000 tested, 0.24% active; Toxin B (Clostridioides difficile), P18177; TcdB glycohydrolase enzymatic assay; inhibition, % at 9.99 µM; in the data active = inhibition above about 10%
BH1578 lux ind: inducers of Vibrio cholerae quorum light production without autoinducers, primary screen, BH1578 luxS cqsA deficient, single point; V. cholerae BH1578 lux reporter, luminescence, 6 h; activation, % at 18.7 µM; 350,000 tested, 0.16% active; in the data active = activation mostly above about 9.7%, no sharp cut-off; also: not every result past the cut was called active; inactives centre near 0; reference of the scale not given here
Anthrax LF prot: Bacillus anthracis LF protease inhibitors, primary screen, biochemical, multiplex microsphere, MLPCN library. Lethal factor (Bacillus anthracis), P15917. multiplex microsphere protease cleavage assay. inhibition, % at 10 µM. 360,000 tested, 0.12% active. AID 588501, 2011; also: plate controls were buffer without enzyme for full effect and enzyme alone for no effect
Target sequence (P15917 whole entry, looked up): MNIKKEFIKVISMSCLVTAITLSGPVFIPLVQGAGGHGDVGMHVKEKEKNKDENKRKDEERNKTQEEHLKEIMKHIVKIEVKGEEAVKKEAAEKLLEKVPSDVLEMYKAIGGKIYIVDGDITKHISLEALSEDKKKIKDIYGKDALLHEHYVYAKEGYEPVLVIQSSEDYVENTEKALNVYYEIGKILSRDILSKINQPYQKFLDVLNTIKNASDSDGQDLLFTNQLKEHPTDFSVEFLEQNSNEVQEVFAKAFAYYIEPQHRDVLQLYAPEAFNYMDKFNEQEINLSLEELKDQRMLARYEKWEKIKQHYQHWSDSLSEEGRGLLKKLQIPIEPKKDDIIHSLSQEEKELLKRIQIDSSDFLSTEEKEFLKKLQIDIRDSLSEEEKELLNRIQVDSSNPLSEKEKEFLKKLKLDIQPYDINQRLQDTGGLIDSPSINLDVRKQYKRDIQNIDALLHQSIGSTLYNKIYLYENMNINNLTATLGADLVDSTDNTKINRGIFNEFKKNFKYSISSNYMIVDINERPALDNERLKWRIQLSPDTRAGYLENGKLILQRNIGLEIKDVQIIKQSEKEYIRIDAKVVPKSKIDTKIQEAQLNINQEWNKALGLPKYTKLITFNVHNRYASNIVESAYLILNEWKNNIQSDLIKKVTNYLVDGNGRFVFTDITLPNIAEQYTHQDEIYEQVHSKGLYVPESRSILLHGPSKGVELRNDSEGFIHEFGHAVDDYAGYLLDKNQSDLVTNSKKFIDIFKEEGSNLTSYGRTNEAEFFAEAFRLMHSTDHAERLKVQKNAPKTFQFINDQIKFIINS
BoNT-A LC inh2: BoNT/A light chain protease inhibitors, primary screen, biochemical, flow cytometry, MLPCN library | inhibition, % at 10 µM | AID 588499, 2011 | 360,000 tested, 0.17% active | multiplex microsphere protease substrate cleavage; also: plate controls were buffer without enzyme for full effect and enzyme alone for no effect
PriA SSB inh: inhibitors of Klebsiella pneumoniae PriA binding to SSB C-terminal tail, primary screen, biochemical, AlphaScreen | inhibition, % at 33 µM | AlphaScreen SSBct-PriA binding, biotinylated peptide | 430,000 tested, 0.6% active | AID 1272365, 2023; in the data active = inhibition mostly above about 37%, no sharp cut-off; inactive = mostly below about 20%;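 also: plate controls were negative control peptide for no effect and reference peptide for full effect; strong numbers were not always called active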
SARS 3CLpro inh: SARS-CoV 3CLpro protease inhibitors, primary screen, biochemical, quenched FRET; recombinant SARS-CoV 3CLpro, quenched FRET peptide cleavage; inhibition, % at 6 µM; 290,000 tested, 0.14% active; in the data active = inhibition above about 12%
Yp Topo-I inh: Yersinia pestis topoisomerase I inhibitors, primary screen, biochemical, cleavage product accumulation, plate reader, single point | DNA topoisomerase I (Yersinia pestis CO92) | Y. pestis Topo-I cleavage product accumulation | activity, % at 10 µM | 360,000 tested, 0.064% active; in the data active = activity above about 50%, passing the limit was not always enough; also: inactives centre near 2
PrPC TRFRET: inhibitors of human cell surface prion protein PrPC, primary screen, cell-based, TR-FRET | inhibition, % at 13.8 µM | AID 720596, 2013 | TR-FRET read-out | 370,000 tested, 0.43% active | Major prion protein (Homo sapiens), P04156; in the data active = inhibition above about 24%; also: 0% = median of the test wells and 100% = reference compound wells
PfHsp40 yeast: rescue of yeast from PfHsp40 toxicity, primary screen, S. cerevisiae, ATP luminescence. S. cerevisiae expressing PfHsp40, growth rescue. 340,000 tested, 0.68% active. growth rescue, % at 12.5 µM; in the data active = growth rescue above about 28%, passing the limit was not always enough;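 also: yeast W303a lacking pdr1 and pdr3 grown in galactose medium; growth measured after three days at 30 °C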
Active calls of the source: *; i = inactive; / = no result given; & = joins results of further samples. Rule as the data show it, unless noted: active = inhibition above about 30%; inconclusive = no clear call, values can overlap the other calls; inactive = below that. The list is partial; count on the stated rates, not on these rows.

SMILES	TcdB GH inh	BH1578 lux ind	Anthrax LF prot	BoNT-A LC inh2	PriA SSB inh	SARS 3CLpro inh	Yp Topo-I inh	PrPC TRFRET	PfHsp40 yeast
COc1ccccc1CCc1nnc(CCC(=O)N(C)Cc2cccc3ncccc23)o1	-0.2	-0.4	0	-0.1	-8	2	20	-4	0.3
CCCCn1c(N)c(N(CCOC)C(=O)CSCc2ccc(C)cc2)c(=O)[nH]c1=O	0.6	i	/	/	-1	/	9	-6	-0.3
O=C(O)CSc1c(-c2ccccc2)c2cc(Cl)ccc2[nH]c1=O	-0.4	-0.3	0	0.6	-2	1	4	8	1.5
Cc1[nH]c2ccccc2c1/C=N/NC(=O)CCC(=O)NCc1ccccc1	2.3	-0.4	0	15	/	1	8	-6	5.3
Cc1cccc(C)c1NC(=O)C1(N2CCN(C(=O)c3ccco3)CC2)CCCCC1	-0.3	-0.3	-3	-0.5	8	-2	12	8	0.4
O=C(Cn1cc(C(F)(F)F)cc(Cl)c1=O)NCCc1ccc(Cl)cc1Cl	-0.2	-0.1	-8	-0.6	-8	-3	2	-8	-0.4
COC(=O)C1=C(N)Oc2cc(C)n(CC3CCCO3)c(=O)c2C1c1ccc(Cl)cc1 (stereo not drawn)	/	-0.6	-2	-0.8	-5	-7	9	7	0.8
COCCCN1C(=O)C(=O)/C(=C(/O)c2ccc(OC(C)C)c(C)c2)C1c1ccncc1 (stereo not drawn)	/	/	-6	-0.3	/	0	3	-1	-0.3
CC(=O)Nc1ccccc1OCC(=O)NCCc1ccc(Cl)cc1Cl	-1.5	-0.4	1	0.5	1	1	5	7	0.7
CCN(C(=O)COC(=O)CSc1ccc(C)cc1C)c1c(N)n(Cc2ccccc2)c(=O)[nH]c1=O	1.4	-5.0	-9	-1.0	-18	/	24	6	-0.8
CSCC[C@H](N)C(=O)NCC1CCC(C(=O)Nc2ccc3c(c2)OCO3)CC1 (stereo partly drawn)	1.0	-0.3	-5	-0.5	-4	2	-1	0	-1.2
Fc1cccc(F)c1[B-](F)(F)F	-0.4	-0.7	-3	0.5	3	/	-4	-11	-0.8
Cc1ccc(S(=O)(=O)N2CCOCC2)cc1NC(=O)COc1ccc2c(C)cc(=O)oc2c1	0.8	1.4	-2	2.4	-2	2	10	-3	0.4
CCC(=O)N1c2ccccc2C(N(C(C)=O)c2ccccc2)CC1C (stereo not drawn)	/	i	-8	-0.5	1	0	-8	-6	1.1
CC1(C)Cc2noc(N)c2C(C)(C)N1OC(=O)c1ccccc1	/	i	-9	-0.9	0	-1	-4	-3	-0.2
O=C(CCC(=O)N1CCOc2ccccc21)NC1CCCCCC1	0.1	-1.3	-7	-0.2	-1	-6	15	-2	1.3
CC1CCN(Cc2nnnn2-c2cccc([N+](=O)[O-])c2)CC1	/	0.0	-1	0.4	-11	1	9	-18	1.3
COc1ccc(C)cc1S(=O)(=O)N1c2ccccc2CC1C (stereo not drawn)	/	-0.8	0	-6.4	-24	1	-1	1	-2.0
COc1cc(NC(=O)C2CCCCC2)c(OC)cc1NC(=O)c1ccco1	/	9.3	3	-1.5	-13	3	-2	-1	-1.0
Cc1ccc(S(=O)(=O)N2CCN(c3nc(C(C)C)c4c(c3C#N)CC(C)(C)OC4)CC2)cc1	/	-0.2	-1	3.7	-15	-1	13	-6	0.2
COc1ccc(CCNC(=O)C2CC2)cc1	1.3	-0.8	/	/	-7	/	3	1	1.6
COc1ccc2[nH]c(=O)c(CN(c3ccccc3)S(=O)(=O)c3ccccc3)cc2c1	-0.7	-9.2	2	0.6	-19	-2	-1	6	0.5
O=C(Nc1c2c(nn1-c1ccc([N+](=O)[O-])cc1)CS(=O)(=O)C2)c1cccs1	0.1	-0.7	-2	-0.9	-1	-11	-6	0	0.8
c1ccc2oc(-c3csc(NCC4CCCO4)n3)cc2c1 (stereo not drawn)	0.5	i	1	1.4	10	4	-12	2	-2.9
CC1CCCC(C)N1C(=O)COC(=O)c1ccc(O)cc1 (stereo not drawn)	/	-10	4	0.0	-6	-5	-3	5	-1.5

Continued.
SMILES	TcdB GH inh	BH1578 lux ind	Anthrax LF prot	BoNT-A LC inh2	PriA SSB inh	SARS 3CLpro inh	Yp Topo-I inh	PrPC TRFRET	PfHsp40 yeast
O=C(c1cc2ncccn2n1)N1CCc2c([nH]c3ccccc23)C1c1ccccc1F (stereo not drawn)	0.4	-0.1	-4	0.3	0	7	30	2	1.1
CCCOc1ccc2ccccc2c1/C=C1\SC(=O)NC1=O	0.3	i	-13	3.0	-4	8	14	-7	504*
CCc1ccc(NC(=O)NCC2CCN(Cc3cccc(Cl)c3)CC2)cc1	1.4	i	3	-3.1	-1	0	0	1	-0.8
Cc1ccc2nc(-c3ccc(S(=O)(=O)N4CCCCC4)cc3)cn2c1	1.1	-0.2	-9	-2.7	-12	1	-12	-6	-0.1
Cc1nn(CC(=O)Nc2cccc(O)c2)c(=O)c2ccccc12	0.8	-11	0	0.2	/	/	6	8	/
CCCCn1c(N)c(N(CCC(C)C)C(=O)C(C)N2C(=O)c3ccccc3C2=O)c(=O)[nH]c1=O (stereo not drawn)	0.5	i	-6	6.8	-3	/	1	-4	/
COc1ccc(/C=C(/NC(=O)c2ccccc2Cl)C(=O)NCCCC(=O)O)cc1	-0.7	i	-14	-0.5	-16	-4	4	3	-0.6
CCOC(=O)C1C(C(=O)OCC)C2C(=O)C3C(C(=O)OCC)C(C(=O)OCC)C3C(=O)C12 (stereo not drawn)	-1.3	i	-6	-0.3	/	/	0	1	/
CCc1cc(-c2n[nH]c(C)c2-c2nc3ccccc3n2C)c(O)c(CN2CCN(C)CC2)c1O	0.4	-0.4	-3	0.3	24	-3	7	-2	0.2
O=C(NCCc1ccccc1)c1ccco1	/	i	8	0.7	2	-2	1	2	-0.5
OCCCNc1ncnc2[nH]ncc12	0.9	i	0	-0.3	-14	/	2	1	-0.4
O=C(/C=C/c1cccc(F)c1)OCC(=O)N1CCc2ccccc21	0.6	i	-4	-2.2	-1	/	-3	-7	0.9
O=C(CNC1C(=O)Nc2ccccc21)Sc1ccccc1 (stereo not drawn)	/	i	-7	-0.9	-16	5	-4	-1	0.3
CCc1cc(-c2n[nH]c(=S)n2Cc2ccccc2)cs1	/	i	-8	-0.5	-6	0	22	5	1.4
CCNc1nc2[nH]c(=O)c3c(c2s1)OC(N)=C(C#N)C3c1cccs1 (stereo not drawn)	/	1.4	-3	-0.5	2	3	0	-4	-1.3
CCOC(=O)N1CCN(C(=O)c2ccc(Oc3ccc([N+](=O)[O-])cc3)cc2)CC1	0.1	-0.5	-3	-0.7	-10	7	12	-18	-0.7
CC(OC(=O)C1CC(=O)N(Cc2ccccc2)C1)C(=O)Nc1ccccc1[N+](=O)[O-] (stereo not drawn)	2.6	i	-1	-1.3	-9	/	9	-6	-1.2
CCOC(=O)c1ccc(NC(=O)CN2C(=O)NC3(CCC(C)CC3)C2=O)cc1 (stereo not drawn)	-3.8	-0.1	-6	-1.1	-16	8	-18	13	-0.2
Cn1c(=S)n(CCC(=O)O)c2ccccc21	0.3	-0.2	1	-0.8	-5	-3	-12	4	7.5
CCn1c(NCc2ccc3c(c2)OCO3)nc2ccccc21	/	-1.5	0	-0.2	-9	1	-7	2	0.2
COCCN1CC(C(=O)NCc2ccccc2-n2ccnc2C)CCC1=O (stereo not drawn)	-1.1	2.5	-1	2.6	-12	-2	-9	8	-0.6
Cc1cccc(S(=O)(=O)N(C)C[C@H]2OCc3cn(nn3)CCCC(=O)N([C@@H](C)CO)C[C@@H]2C)c1	-0.4&-11&0.6	i	-2	-0.1	/	/	1	-1	/
CC(C)(C)Nc1nc(SCC(=O)Nc2ccccc2)nc(N2CCOCC2)n1	0.6	i	1	0.9	6	5	13	6	0.1
NC(=O)c1ccc(-c2noc(-c3cccc(Cl)c3)n2)cc1	0.1	-0.3	-2	-0.3	1	/	-10	1	2.3
Cc1cccc(CCNC(=O)c2cc(S(=O)(=O)N3CCOCC3)cn2C)c1	-2.8	-0.2	-2	0.0	-7	-3	6	10	-0.6

(listing goes on)
SMILES	TcdB GH inh	BH1578 lux ind	Anthrax LF prot	BoNT-A LC inh2	PriA SSB inh	SARS 3CLpro inh	Yp Topo-I inh	PrPC TRFRET	PfHsp40 yeast
CCN(CC)S(=O)(=O)c1ccc(Cl)c(C(=O)NC2CCCC2)c1	/	/	-3	0.1	18	-3	-11	-8	-0.7
CCOc1ccc(CNc2ccc(N3CCN(Cc4ccccc4)CC3)cc2)cc1	1.1	i	-6	-0.4	45	0	-3	8	3.0
O=C(NNC(=S)NC(=O)c1cccnc1)c1ccccc1	/	/	-1	-0.2	-2	-1	-4	-3	-0.3
CC1CC1c1ccc(/C=C(\C#N)C(=O)Nc2ccccc2Cl)o1 (stereo not drawn)	0.1	-0.4	-1	-0.3	-28	0	15	-2	3.0
COC(=O)[C@H](Cc1ccccc1)NC(=O)NCc1ccc(C)cc1	1.9	i	21	-1.1	-7	4	9	-2	/
CCc1nc2ccc(C(=O)N3CCN(C)CC3)cn2c1N(C)CCC(C)C	0.5	-3.3	-2	-0.3	/	/	7	-3	/
CCC(=O)N1Cc2cc(C(=O)Nc3nccs3)nc(-c3cccc(-c4ccccc4OC)c3)c2[C@H]1CCO	-0.6&1.1	/	2	-0.2	/	/	/	9	/
CCCCC(=O)Nc1cc2nn(-c3ccc(OC)cc3)nc2cc1C	-0.3	-3.5	12	0.9	-9	2	-7	3	2.5
CCN1CCN(C(=O)c2ccc3c(=O)n(Cc4ccccc4OC)c(=S)[nH]c3c2)CC1	/	i	-5	6.7	-3	1	-3	-2	0.6
COC(=O)c1ccc(OC(=O)CN2C(=O)c3ccccc3C2=O)cc1	-0.3	-0.6	38*	-5.5	-13	15*	0	-5	-1.0
CSCCC(NC(=O)OCc1ccccc1)NC(=O)OCc1ccccc1	0.9	/	-6	-0.5	/	/	/	-1	/
CCC(C)NC(=O)c1cc(-c2ccc(OC)cc2)on1 (stereo not drawn)	/	0.3	-4	-0.7	-16	1	5	-3	0.7
O=C(CSc1nccc(=O)[nH]1)NCc1ccc2c(c1)OCO2	1.2	i	-2	0.0	-10	3	5	-1	-2.0
Cc1cc(C(=O)N/N=C/c2cc(N=Nc3ccccc3)ccc2O)n[nH]1	/	-0.3	1	-0.2	/	-2	-1	/	0.4
COc1ccc(N(CC(=O)Nc2ccc(C)cc2C)S(=O)(=O)c2ccccc2[N+](=O)[O-])c(OC)c1	2.1	-0.2	5	0.3	-3	1	-1	-9	2.1
COc1ccc(C2C(C(C)=O)=C(O)C(=O)N2c2ccc(O)cc2)cc1 (stereo not drawn)	1.3	-0.6	-7	0.1	-19	0	0	-3	-0.7

Entries of single compounds from above. Screens in order: TcdB GH inh | BH1578 lux ind | Anthrax LF prot | BoNT-A LC inh2 | PriA SSB inh | SARS 3CLpro inh | Yp Topo-I inh | PrPC TRFRET | PfHsp40 yeast
Shown for CCCCC(=O)Nc1cc2nn(-c3ccc(OC)cc3)nc2cc1C : -0.3 | -3.5 | 12 | 0.9 | -9 | 2 | -7 | 3 | 2.5
Shown for COC(=O)[C@H](Cc1ccccc1)NC(=O)NCc1ccc(C)cc1 : 1.9 | i | 21 | -1.1 | -7 | 4 | 9 | -2 | /
Shown for CCc1nc2ccc(C(=O)N3CCN(C)CC3)cn2c1N(C)CCC(C)C : 0.5 | -3.3 | -2 | -0.3 | / | / | 7 | -3 | /
Shown for CCN1CCN(C(=O)c2ccc3c(=O)n(Cc4ccccc4OC)c(=S)[nH]c3c2)CC1 : / | i | -5 | 6.7 | -3 | 1 | -3 | -2 | 0.6
